KCNQ2 inh: KCNQ2 potassium channel inhibitors, primary screen, cell-based, CHO-K1, FluxOR thallium flux, B-score (AID 2156); 1.1% of 310,000 active; 20 min; stronger effect = lower value; B-score at 10 µM;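 active = fluorescence ratio B-score at most minus 3 library SDs, with starting brightness B-score within 2 library SDs, cut at about -5.5 in these data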
OX1R antag: OX1R (human) antagonism. inhibition, % at 6.6 µM. OX1R-expressing cells, FRET antagonist read-out. O43613. 1.8% of 330,000 active. AID 485270; in the data active = inhibition mostly above about 38%, no sharp cut-off; inactive = mostly below about 40%;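 note: 0% = agonist challenge alone and 100% = reference antagonist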
Target sequence (O43613 whole entry, looked up): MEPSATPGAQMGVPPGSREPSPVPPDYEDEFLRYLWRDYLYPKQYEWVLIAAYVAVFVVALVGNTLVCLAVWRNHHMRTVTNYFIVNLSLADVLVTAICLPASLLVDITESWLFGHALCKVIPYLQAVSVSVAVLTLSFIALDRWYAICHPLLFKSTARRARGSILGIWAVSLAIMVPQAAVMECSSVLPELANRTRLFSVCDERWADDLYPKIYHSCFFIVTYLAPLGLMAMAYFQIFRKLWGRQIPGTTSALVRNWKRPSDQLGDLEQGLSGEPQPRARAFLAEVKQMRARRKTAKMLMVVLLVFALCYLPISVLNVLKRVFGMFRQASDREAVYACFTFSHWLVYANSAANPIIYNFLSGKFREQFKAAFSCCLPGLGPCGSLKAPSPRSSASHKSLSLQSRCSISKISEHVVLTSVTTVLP
STK33 inh: inhibitors of human STK33 kinase. Q9BYT3. purified STK33, MBP phosphorylation, ADP-Glo luminescence. inhibition, % at 10 µM. 0.073% of 320,000 active. AID 2661;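 active = inhibition at or above 25%, using the most active replicate where run in duplicate; inactive = inhibition below 25%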
Target sequence (Q9BYT3 whole entry, looked up): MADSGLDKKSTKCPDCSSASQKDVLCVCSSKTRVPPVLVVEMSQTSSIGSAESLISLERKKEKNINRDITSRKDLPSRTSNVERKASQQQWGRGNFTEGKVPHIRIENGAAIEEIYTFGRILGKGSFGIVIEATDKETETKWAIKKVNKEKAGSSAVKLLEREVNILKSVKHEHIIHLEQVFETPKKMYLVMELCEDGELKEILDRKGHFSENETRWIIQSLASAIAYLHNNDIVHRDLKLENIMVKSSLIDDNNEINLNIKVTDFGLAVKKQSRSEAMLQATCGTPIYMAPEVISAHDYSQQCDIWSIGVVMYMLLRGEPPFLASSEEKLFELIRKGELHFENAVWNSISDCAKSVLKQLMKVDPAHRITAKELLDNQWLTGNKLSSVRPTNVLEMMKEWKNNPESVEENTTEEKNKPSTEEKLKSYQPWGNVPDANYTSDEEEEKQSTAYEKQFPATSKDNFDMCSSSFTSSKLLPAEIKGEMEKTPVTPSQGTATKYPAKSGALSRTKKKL
* marks the source's active call; other numbers are inactive results; i = inactive; x = no result given.

molecule	KCNQ2 inh	OX1R antag	STK33 inh
CC(C)Cn1cc(C(=O)N2CCN(c3ccccn3)CC2)c2c3ccccc3n(C)c2c1=O	-5.7*	7	-0.1
O=C(Nc1ccc(F)c(F)c1)c1cccnc1	i	21	0.1
COc1ccc(NC(=O)CCCCCN2C(=O)CCC2=O)cc1Cl	i	4	-3.5
CC(=O)c1cccc(NC(=S)NC(=O)c2ccc(C)cc2Cl)c1	i	18	-0.8
CCCCOC(=O)c1ccc(NC(=O)CSc2nnnn2C)cc1	i	22	0.5
COc1ccc(NC(=O)c2ccc(OC(=S)N(C)c3ccc(OC)cc3)cc2)cc1	i	11	-2.2
COc1cc2[nH]c(C(=O)N3CCC(Cc4ccccc4)CC3)cc2c(OC)c1OC	i	15	0.2
CC1CC(=O)N(CC(=O)Nc2cccc(Cl)c2)c2ccccc2S1(=O)=O (stereo not given)	i	6	-0.8

2 records picked at random from those above, as already listed:
molecule	KCNQ2 inh	OX1R antag	STK33 inh
COc1ccc(NC(=O)CCCCCN2C(=O)CCC2=O)cc1Cl	i	4	-3.5
CC1CC(=O)N(CC(=O)Nc2cccc(Cl)c2)c2ccccc2S1(=O)=O (stereo not given)	i	6	-0.8

New compounds follow
molecule	KCNQ2 inh	OX1R antag	STK33 inh
O=C(c1ccc(Cl)c(S(=O)(=O)N2CCCC2)c1)N1CCN(c2ccccn2)CC1	i	12	-2.3
COc1ccccc1C(=O)Nc1ccccc1N1CCCCC1	i	-2	-0.2
CC1CC(C)CN(S(=O)(=O)c2ccccc2[N+](=O)[O-])C1 (stereo not given)	i	25	0.0
COc1cc(-c2nc(-c3ccccc3)c(-c3cccs3)[nH]2)cc(OC)c1OC	i	12	-0.7
CNC(=O)C1=C(C)NC(=S)NC1c1cc2c(cc1OC)CCCC2 (stereo not given)	i	34	-0.6
CC(=O)c1ccc(NS(=O)(=O)c2ccc(-c3cnc(C4CC4)o3)cc2)cc1	i	17	x
O=C(O)c1ccc(CSc2nc3ccc(NC(=O)c4ccccc4C(=O)O)cc3s2)cc1	i	20	-0.8
Cc1ccc(C)c2[nH]c(=O)c(CCNC(=O)CCc3ccccc3)cc12	i	11	-0.9
O=C(Nn1cnnc1)c1ccccc1Cl	i	-8	0.5
Cc1occc(=O)c1O	i	18	-0.7
Fc1ccccc1CNc1nc(-c2cccnc2)nc2ccccc12	i	22	0.3
COc1cccc(CN2CCN(Cc3nc(-c4cccc(F)c4F)oc3C)CC2=O)c1	i	35	-0.7
CCCCc1cc(C)c(S(=O)(=O)c2ccccc2C)c(=O)[nH]1	i	-5	-2.4
Cc1ccc(Cc2cnc(N)s2)o1	i	17	-1.2
c1ccc(Cc2nnc(N3CCCCC3)c3ccccc23)cc1	i	15	0.9
COc1ccc2nc(NC(=O)CN(c3ccc(C)cc3)S(=O)(=O)c3c(C)nn(C)c3C)sc2c1	i	24	0.9
COC(=O)CSc1nnc(CNC(=O)c2ccccc2OC)n1C	i	4	-1.5
NC(=O)c1ccsc1NC(=O)CCS(=O)(=O)c1ccc(F)cc1	i	12	-0.6
Cc1ccc(Nc2nc(C)c(CCC(C)C)c(=O)[nH]2)cc1	i	-2	-0.5
O=C(NCC1CCCO1)C(c1cccs1)N(Cc1ccccc1)C(=O)c1ccc(-c2ccccc2)[nH]1 (stereo not given)	i	17	-0.1
Cc1csc(=O)n1CCC(=O)OCC(=O)NCc1ccc(Cl)cc1Cl	i	9	0.0
CCNc1nc(Oc2ccc(=O)n(-c3ccccc3)n2)nc(N(C)C)n1	i	27	1.2
COc1cccc(-n2nc(C(=O)N3CC(C)CC(C)C3)c3ccccc3c2=O)c1 (stereo not given)	i	5	-0.5
CCn1c(O)c(/C=N/N=C/c2ccccc2)c2ccc(C3=NNC(=O)CC3)cc21	i	22	0.2
COc1ccc2nc(NNC(=O)C3COc4ccccc4O3)sc2c1 (stereo not given)	i	4	-0.1
COCCCN1C(=O)C2C(C(=O)Nc3cccc(Cl)c3)C3C=CC2(O3)C1C(=O)NC1CCCCC1 (stereo not given)	i	8	1.2
COc1ccc(C(C)=O)cc1CSCCC(=O)O	i	8	-0.2
Cc1nc2ccccn2c1C(=O)NN=C1CCN(C)CC1	i	24	x
CCOC(=O)C1=C(CSCC(=O)OC)NC(=O)NC1c1cc(C)ccc1C (stereo not given)	i	22	x
CCOc1ccc(CCNC(=O)C2CCN(S(=O)(=O)c3ccc(C)cc3)CC2)cc1OCC	i	17	1.8
Cn1cc([N+](=O)[O-])cc1-c1nc2ccccc2n1C	i	16	-2.9
O=C(CCCN1C(=O)c2ccccc2C1=O)NCCCN1CCOCC1	i	8	-5.0
COc1cccc(C2/C(=C(\O)c3ccc4c(c3)OCCO4)C(=O)C(=O)N2c2nnc(C)s2)c1 (stereo not given)	i	4	-2.6
C=CCN(CC=C)S(=O)(=O)c1ccc2nc(NC(=O)C(C)C)sc2c1	x	31	5.4
C/C(Cl)=C\CSc1nnc2n(N)c(=O)c3ccccc3n12	i	20	-0.9
CCOC(=O)Cc1csc(NC(=O)CSc2nnc(C3CC3)n2C)n1	i	6	-1.8
CCOC(=O)c1c(NC(=S)Nc2ccc(Cl)cc2)sc2c1CCN(C)C2	x	20	-0.2
COc1ccc2c(c1)O/C(=C\c1sccc1C)C2=O	i	81*	2.0
COCCCn1c(SCc2ccc(OC)cc2)nc2cc(OC)c(OC)cc2c1=N	i	28	0.4
COc1ccc2c(c1)C(C)=CC(C)(C)N2S(=O)(=O)c1ccc(NC(C)=O)cc1	i	11	5.6
COCCCNCCCCOc1ccc(Br)cc1C	i	1	0.8
O=C(CSc1nnc(NC(=O)c2c(F)cccc2Cl)s1)Nc1ccccc1F	i	17	-1.4
CCCCNC1C(CC)C(CCC)C(C#N)(C#N)C1(C#N)C#N (stereo not given)	i	11	-0.1
CC(OC(=O)Cn1c(C(F)(F)F)nc2ccccc21)C(=O)N1CCCc2ccccc21 (stereo not given)	x	19	0.0
COc1ccc(C(=O)NNS(=O)(=O)c2ccccc2)cc1	i	5	x
CCn1c(CNc2ccc(F)cc2)nnc1SCC(=O)Nc1ccc(OC)cc1	i	14	-1.6
CCN1C(=O)[C@@H]2[C@@H](c3ccc(-c4ccc5c(c4)OCO5)cc3)N3CCCC[C@@]3(C(=O)OC)[C@@H]2C1=O	i	7	-1.2
COc1cc(/C=N/NC(=S)Nc2cccc(C(=O)O)c2)cc(OC)c1OC	i	12	0.0
Cn1c(C(C#N)C(=O)c2sc3ccccc3c2Cl)nc2ccccc21 (stereo not given)	i	17	-0.5
Cc1ccc(S(=O)(=O)Oc2ccc(/C=C(/NC(=O)c3ccccc3)C(=O)NCCC(=O)O)cc2)cc1	i	23	-0.9
O=C(OCc1nnc(-c2ccccc2)o1)c1ccco1	i	24	-0.5
COCCNC(=O)COc1coc(CN2CCN(Cc3ccccc3)CC2)cc1=O	i	1	1.2
COc1ccc(Cl)cc1NC(=O)CN(C)CC(=O)N1CC(=O)Nc2ccccc21	x	5	0.0
C[C@@H](NC(=O)c1nc[nH]c1C(=O)NC1CCN(C(=O)OC(C)(C)C)CC1)c1ccccc1	x	7	2.1
C[C@]12CC[C@@H]3c4ccc(O)cc4CC[C@H]3[C@@H]1C[C@@H](O)[C@@H]2O[C@@H]1O[C@H](C(=O)O)[C@@H](O)[C@H](O)[C@H]1O	i	9	0.5
CCOC(=O)c1ccc(NS(=O)(=O)c2cn(C)cn2)cc1	i	-3	0.2

Given with the structure last: entries from further up.
| KCNQ2 inh | OX1R antag | STK33 inh | Molecule |
| --- | --- | --- | --- |
| i | 1 | 1.2 | COCCNC(=O)COc1coc(CN2CCN(Cc3ccccc3)CC2)cc1=O |
| i | 23 | -0.9 | Cc1ccc(S(=O)(=O)Oc2ccc(/C=C(/NC(=O)c3ccccc3)C(=O)NCCC(=O)O)cc2)cc1 |

New compounds follow
molecule	KCNQ2 inh	OX1R antag	STK33 inh
Cc1c(O)cc2c(c1O)C(=O)CC(c1ccccc1)O2 (stereo not given)	i	4	0.0
Cc1ccc2c(c1)/C(=C/c1ccccc1F)C(=O)N2	i	7	-1.1
O=C(OCC(=O)N1CCCc2ccccc21)c1cc(Cl)ccc1O	i	31	-1.9
Cc1ccc(S(=O)(=O)N2CCN(C(=O)COc3ccc(Br)cc3)CC2)cc1	x	6	1.2
Cc1ccc(-c2nc(N3CCOCC3)sc2C(=O)N2CCCCC2)cc1	i	18	6.2
CCC(C)C(=O)Nc1ccccc1N1CCN(c2ccc(F)cc2)CC1 (stereo not given)	i	14	1.2
Cc1c(Cl)cccc1NC(=O)Nc1cnccn1	i	-2	0.0
CCC1CN(C(=O)NCc2ccc(F)cc2)c2cc(C)ccc2O1 (stereo not given)	i	x	-1.4

A draw from above in order of SMILES length, lowest first:
molecule	KCNQ2 inh	OX1R antag	STK33 inh
Cc1c(Cl)cccc1NC(=O)Nc1cnccn1	i	-2	0.0
Cc1c(O)cc2c(c1O)C(=O)CC(c1ccccc1)O2 (stereo not given)	i	4	0.0
CCC1CN(C(=O)NCc2ccc(F)cc2)c2cc(C)ccc2O1 (stereo not given)	i	x	-1.4

Further structures follow.
molecule	KCNQ2 inh	OX1R antag	STK33 inh
O=C(NCc1ccco1)c1cccc(F)c1	i	2	-0.6
CC(=O)Nc1ccc(/C=C(\C#N)C(=O)NC2CCCCC2C)cc1 (stereo not given)	i	22	0.2
COc1cc2c(cc1OC)CN(C(=O)c1ccc(Cl)c(S(=O)(=O)N3CCCC3)c1)CC2	x	3	-0.7
COc1ccccc1-n1c(-c2ccc(NS(C)(=O)=O)cc2)n[nH]c1=S	i	4	-1.3
O=C1CC(N2CCN(Cc3ccccc3)CC2)C(=O)N1c1ccc2c(c1)OCCO2 (stereo not given)	i	1	0.0
CCOC(OCC)c1cc2ccccc2cn1	x	10	-2.0
Cc1cc(N2C(=O)C(O)=C(C(=O)c3ccc(C)o3)C2c2ccc([N+](=O)[O-])cc2)no1 (stereo not given)	i	19	-1.3
Cc1ccc(C(C(=O)NC2CCCC2)N(Cc2ccco2)C(=O)CCC(=O)Nc2ccccn2)cc1 (stereo not given)	i	60	-1.1
O=C(CN1CCCC1)Nc1nc(-c2ccc3c(c2)CCN3C(=O)c2ccccc2F)cs1	i	18	2.8
CCOc1ccccc1NC(=O)COC(=O)Cc1ccc(-c2ccccc2)cc1	i	10	0.9
Cc1c(NS(=O)(=O)c2ccc([N+](=O)[O-])cc2)c(=O)n(-c2ccccc2)n1C	i	44	-1.5
CC(C)(C)c1ccccc1NC(=O)CN1C(=O)NC2(CCCCCC2)C1=O	x	3	-1.6
O=C(NCC1CCCCC1)c1cc(Br)ccc1Cl	i	19	-0.2
CC(C)c1onc(C(=O)N2CCN(C(c3ccccc3)c3ccccc3)CC2)c1[N+](=O)[O-]	i	23	7.8
O=C(NC(=S)Nc1ccc(N2CCOCC2)c(Cl)c1)c1sc2ccccc2c1Cl	i	2	-4.6
CC1=NN(c2nc(-c3ccc(C#N)cc3)cs2)C(=O)C1	i	-2	-1.0

4 compounds from above, limited to KCNQ2 inh and STK33 inh:
Molecule	KCNQ2 inh	STK33 inh
Cc1c(NS(=O)(=O)c2ccc([N+](=O)[O-])cc2)c(=O)n(-c2ccccc2)n1C	i	-1.5
CC(C)(C)c1ccccc1NC(=O)CN1C(=O)NC2(CCCCCC2)C1=O	x	-1.6
O=C(NCC1CCCCC1)c1cc(Br)ccc1Cl	i	-0.2
CC(C)c1onc(C(=O)N2CCN(C(c3ccccc3)c3ccccc3)CC2)c1[N+](=O)[O-]	i	7.8

The results go on.
molecule	KCNQ2 inh	OX1R antag	STK33 inh
O=C(CN1CCC(N2CCCCC2)CC1)N1CCOCC1	i	9	0.5
C[C@]12C(=O)N(c3ccc(F)cc3)C(=O)N1[C@@H]1c3ccccc3OC[C@@H]1[C@H]2c1ccccc1	i	17	-0.8
COc1cc(CC(=O)NCc2cccs2)cc(OC)c1OC	i	10	-1.3
Cc1nc(Cl)c(C(=O)Nc2cccc(F)c2)c(C)c1Cl	i	23	-0.8
COc1ccc2ccccc2c1C1CC(=O)N2CN(C3CCCCC3)CSC2=C1C#N (stereo not given)	i	5	-3.5
COc1ccc(C2=NN(C(=O)CCC(=O)O)C(c3cccs3)C2)cc1 (stereo not given)	i	40	-1.4
CSc1ncccc1C(=O)N1CCN(S(=O)(=O)c2ccc3c(c2)OCCO3)CC1	x	3	-0.8
COc1ccc(NC(=O)c2sc3nc(N4CCOCC4)c4c(c3c2N)CC(C)(C)OC4)c(OC)c1	i	20	-2.0
Cc1nn(C)c(Oc2ccc(Cl)cc2)c1C(=O)O	i	5	-1.0
COc1ccc(NC(=O)CSc2ccc(F)cc2)cc1S(=O)(=O)N1CCCCC1	i	12	-1.5
O=C(CSc1nnnn1Cc1ccccc1)c1ccccc1	i	24	-0.4
N#CCC(=O)Nc1ccc(C(=O)NNC(=O)c2ccccc2-n2cccc2)cc1	x	2	0.1
N=c1c(C(=O)NCCc2ccccc2)cc2c(=O)n3ccccc3nc2n1CCCN1CCOCC1	i	45*	-1.8
CC(C)(C)c1ccc(OCC(=O)N/N=C/c2cc(Br)ccc2OC(=O)c2ccco2)cc1	i	2	0.3
CC1CCN(C(=O)CN2C(=O)NC3(CCCCCC3)C2=O)CC1	x	1	-0.9
CCOC(=O)Cc1ncccc1C(=O)Nc1ccc(Oc2ccccc2)cc1	i	41	-0.9
OCC[C@@H]1C[C@@H](O)[C@H](O)[C@@]2(Cc3ccccc3CCO2)O1	i	23	0.0
Cc1oc(-c2ccc(Cl)cc2)nc1CS(=O)CC(=O)NC1CCCCC1 (stereo not given)	i	6	0.0
COc1ccc(-c2cc3c(=O)n(CC(=O)N4CCN(C)CC4)ncn3n2)cc1	i	12	-0.3

Bioassay records (PubChem)
